MT stabilizer: stabilizes microtubules in HeLa cells | % tubulin-high responders, % at 10 µM | actives 0.83% (n = 200,000) | HeLa tubulin immunostaining HCS, 24 h; share of cells brighter than vehicle mean+2SD;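 active = plate Z-score above 3 for both tubulin-high and condensed-nucleus cell shares, with cell loss under 80%, at 10 µM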;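 also: anti alpha tubulin signal scored within the nucleus-defined area of each cell; some results filed as inactive read as strong as hits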
Myeloid diff 2: promotes myeloid progenitor differentiation | actives 1% (n = 360,000) | ER-HoxA9 myeloid progenitors, lysozyme-GFP differentiation, flow cytometry | calls only at 10 µM;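 active = normalized GFP-positive differentiation at or above the plate's own cutoff, the solvent-only control mean plus 3 SD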;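 also: cells exposed to compound for four days before flow analysis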
Hep lipid drop: hepatic lipid droplet formation modulation. AML12 mouse hepatocytes, oleate lipid droplets, BODIPY imaging. actives 0.4% (n = 240,000). inhibition, % at 6.5 µM. AID 1656;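 active = lipid droplet intensity inhibited by at least 50%, with more than 500 cells counted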
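Assay system: AML12 hepatocytes (mouse); Probe or stimulus: oleic acid at 100 µM to induce lipid droplet formation; Dosing: compound at 6.5 µM only; Schedule: compound with oleate, overnight; Detection: fluorescence imaging, 20x objective, two fields per well; Measure: % inhibition of lipid droplet signal.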
TNAP activation fold: stimulation of alkaline phosphatase TNAP activity – biochemical, luminescent, no phosphate acceptor, uHTS, primary screen (AID 1001) | purified TNAP, luminescent activation assay, no phosphate acceptor; higher activation fold means a stronger effect | activation fold at 20 µM, or EC50 in µM where a hit was titrated | actives 0.03% (n = 200,000); in the data active = activation fold from about 3, or a potency from the dose series; inactive = the rest, 99 in 100 with activation fold below about 1.6; also: many of its hits are not listed in these tables
b-catenin transl: beta-catenin nuclear translocation modulation | HeLa beta-catenin nuclear translocation, immunofluorescence imaging | nuclear translocation activity, % at 5 µM | actives 0.3% (n = 190,000);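 active = nuclear translocation activity above 50% at 5 µM, with a well cell count of 50 or more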;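 also: per-cell ratio of nuclear to cytoplasmic median beta-catenin stain intensity; plate controls were DMSO negative control for no effect and GSK-3 inhibitor IX positive control for full effect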
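System: HeLa cells, endogenous beta-catenin; compound dosing: 5 µM primary single dose, 0.1% DMSO, 0.02–20 µM confirmation series; incubation: 24 h compound exposure at 37°C, 5% CO2; signal: beta-catenin immunofluorescence imaging with DAPI; evaluation: % activation, nuclear-to-cytoplasmic median beta-catenin signal ratio per cell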
human PMI inhibition: inhibitors of human PMI, primary screen, biochemical, fluorescence intensity, coupled assay (AID 1209); purified PMI enzyme, coupled fluorescence intensity; higher % means a stronger effect; inhibition, % at 20 µM, or IC50 in µM where a hit was titrated; actives 0.42% (n = 190,000); in the data active = inhibition above about 50%;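 also: plate controls were DMSO vehicle for no effect and wells lacking substrate for full effect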
T cell modulator: modulates CD8 T cell binding to vesicles; 2C CD8+ T cell-vesicle binding, flow cytometry; active compounds read low; calls only at 7 µM; actives 0.068% (n = 330,000);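 active = response, share of CD8 T cells binding vesicles, and their 90th percentile fluorescence all below set limits, cut at about 80% in these data, passing the limit was not always enough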
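Material: murine 2C transgenic CD8+ T lymphocytes / Also added: QL9-peptide-loaded Drosophila micro-vesicles bearing Ld, ICAM-1 and B7-1 / Schedule: binding step 1.5 h, 37 °C, antibody labelling 20 min, ice / Signal: flow cytometry, PE anti-B7-1 (FL2) versus Alexa647 anti-CD8 (FL8), PFA-fixed / Evaluation: percent CD8+ FL2 mean versus row control / Benchmarks: naked versus QL9-loaded vesicles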
Insulin prom up: MIN6 insulin promoter up-regulation. MIN6 insulin promoter-GFP reporter, high-content imaging; active compounds read high. z-score at 5 µM. actives 0.3% (n = 190,000). AID 1625;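 active = z-score above 3 at 5 µM with at least 500 cells counted in the well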
Dynein cargo inh: dynein cargo transport inhibition | 3617.4 mouse cells, GR-EGFP nuclear translocation imaging; test concentration mostly 20 µM; stimulated with dexamethasone, 1 µM; active compounds read low | z-score, hits read low | actives 0.47% (n = 220,000) | AID 1381;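 active = plate z-score of nuclear minus cytoplasmic receptor signal below a set negative limit, without overly bright fluorescence or cell loss, cut at about -3.5 in these data, passing the limit was not always enough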;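 also: z-score of nuclear minus cytoplasmic ring GR-EGFP intensity difference per well; some compounds called inactive have numbers as strong as hits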
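Buffer or medium: Induction medium lacking tetracycline, stripped serum | Also added: Dexamethasone agonist, 1.0 µM final, for 30 min | Timing: 48 h induction, 1 h compound, 30 min dex at 37 °C | Detection: Formaldehyde fixation, Hoechst nuclear stain, 10x automated fluorescence imaging | Measure: Nuclear versus cytoplasmic GR-EGFP signal, averaged per well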
Dynein cargo inh cytoplasmic EGFP: also measured in Dynein cargo inh; calls as there; z-score; measured here: cytoplasmic GR-EGFP intensity; active compounds read high
Dynein cargo inh nuclear GR-EGFP: recorded beside Dynein cargo inh, whose call it bears; z-score; measured here: nuclear GR-EGFP intensity;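 lower value marks the stronger effect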
Dynein cargo inh cell count: second read-out of Dynein cargo inh, no call of its own (marks repeat the call); z-score; measured here: cell count per field
Insulin prom up cell count: second read-out of Insulin prom up, no call of its own (marks repeat the call); cell count; measured here: cytotoxicity, nuclei count;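 total cells summed across four imaged fields per well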
Hep lipid drop cells 6.5 µM: also measured in Hep lipid drop; calls as there; cell count; measured here: cell count, cytotoxicity flag;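 cells counted across two imaged fields per well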
b-catenin transl cell count 5 µM: further read-out of b-catenin transl, marked with its call; cell count; measured here: cell count, cytotoxicity flag
T cell modulator vesicle-bound %: also measured in T cell modulator; calls as there; double positive events, %; measured here: CD8+ vesicle-bound cell fraction;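 binding gate set so that unloaded-vesicle control wells show 10% double positive cells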
MT stabilizer Hoechst-high %: further read-out of MT stabilizer, marked with its call; % Hoechst-high responders; measured here: nuclear condensation Hoechst responders;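 share of cells brighter than vehicle mean plus two SD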
MT stabilizer cytotoxicity %: recorded beside MT stabilizer, whose call it bears; toxicity, %; measured here: cytotoxicity by cell density;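 0% = mean cell density of plate MIN control wells and 100% = no cells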
Myeloid diff 2 GFP+ MAC1+ %: second read-out of Myeloid diff 2, no call of its own (marks repeat the call); GFP+ MAC1+ double positive, %; measured here: differentiation confirmed by MAC1 staining
An asterisk follows results filed as active. Not a hit list (roughly 3% active in at least one column).

Results for COCCNC(=S)Nc1ccc2[nH]c(=O)[nH]c2c1 ?
MT stabilizer: 2.4; Myeloid diff 2: inactive; Hep lipid drop: 13.7; TNAP activation fold: 1; b-catenin transl: -2.7; human PMI inhibition: -31.2%; T cell modulator: inactive; Insulin prom up: -1.25; Dynein cargo inh: 1.32; Dynein cargo inh cytoplasmic EGFP: -0.292; Dynein cargo inh nuclear GR-EGFP: 1.38; Dynein cargo inh cell count: -1.55; Insulin prom up cell count: 1624; Hep lipid drop cells 6.5 µM: 706; b-catenin transl cell count 5 µM: 1020; T cell modulator vesicle-bound %: 28.0; MT stabilizer Hoechst-high %: 2.5; MT stabilizer cytotoxicity %: 7.3; Myeloid diff 2 GFP+ MAC1+ %: 0.4

Results for CCOC(=O)c1cccc(S(=O)(=O)N(CCO)Cc2cc3cc(OC)ccc3[nH]c2=O)c1 ?
MT stabilizer: 2.6; Myeloid diff 2: inactive; Hep lipid drop: -5.5; TNAP activation fold: 1.1; b-catenin transl: -3.5; human PMI inhibition: -1.1%; T cell modulator: inactive; Insulin prom up: 0.3; Dynein cargo inh: -0.501; Dynein cargo inh cytoplasmic EGFP: -0.234; Dynein cargo inh nuclear GR-EGFP: -0.0865; Dynein cargo inh cell count: 1.44; Insulin prom up cell count: 1230; Hep lipid drop cells 6.5 µM: 602; b-catenin transl cell count 5 µM: 1127; T cell modulator vesicle-bound %: 52.5; MT stabilizer Hoechst-high %: 1.1; MT stabilizer cytotoxicity %: 11.1; Myeloid diff 2 GFP+ MAC1+ %: 5.5

What do the screens show for `Cc1ccc(N2C(=O)CC(NCc3ccc4c(c3)OCO4)C2=O)cc1Cl` (stereo not drawn)?
MT stabilizer: 3.0; Myeloid diff 2: inactive; TNAP activation fold: 1; b-catenin transl: -6.3; human PMI inhibition: 8.5%; T cell modulator: inactive; Insulin prom up: 0.06; Dynein cargo inh: -0.227; Dynein cargo inh cytoplasmic EGFP: -0.131; Dynein cargo inh nuclear GR-EGFP: -0.0366; Dynein cargo inh cell count: 0.176; Insulin prom up cell count: 1105; b-catenin transl cell count 5 µM: 994; T cell modulator vesicle-bound %: 41.2; MT stabilizer Hoechst-high %: 2.8; MT stabilizer cytotoxicity %: 11.5; Myeloid diff 2 GFP+ MAC1+ %: 0.9

How did CC(C)(C)c1ccc(SCCc2ccccn2)cc1 do in these assays?
Myeloid diff 2: inactive; Hep lipid drop: 1.4; b-catenin transl: 0.6; T cell modulator: inactive; Insulin prom up: -0.6; Dynein cargo inh: 0.153; Dynein cargo inh cytoplasmic EGFP: -0.0839; Dynein cargo inh nuclear GR-EGFP: 0.00173; Dynein cargo inh cell count: 0.38; Insulin prom up cell count: 1398; Hep lipid drop cells 6.5 µM: 710; b-catenin transl cell count 5 µM: 1032; T cell modulator vesicle-bound %: 8.9; Myeloid diff 2 GFP+ MAC1+ %: 0.6

Results for COc1ccc(N(/N=C2\Sc3ccccc3C2=O)C(C)=O)cc1 ?
MT stabilizer: 1.4; Myeloid diff 2: inactive; Hep lipid drop: 13.2; TNAP activation fold: 0.8; b-catenin transl: -0.3; human PMI inhibition: -1.1%; Insulin prom up: -0.33; Dynein cargo inh: 1.63; Dynein cargo inh cytoplasmic EGFP: -0.0549; Dynein cargo inh nuclear GR-EGFP: 1.22; Dynein cargo inh cell count: -1.96; Insulin prom up cell count: 1178; Hep lipid drop cells 6.5 µM: 672; b-catenin transl cell count 5 µM: 1065; MT stabilizer Hoechst-high %: 1.4; MT stabilizer cytotoxicity %: 7.9; Myeloid diff 2 GFP+ MAC1+ %: 2.9

Results for Nn1c(-c2ccccn2)nnc1-c1ccccn1 ?
MT stabilizer: 3.4; Myeloid diff 2: inactive; Hep lipid drop: 17.0; TNAP activation fold: 1.2; human PMI inhibition: 0.6%; T cell modulator: inactive; Dynein cargo inh: 1.55; Dynein cargo inh cytoplasmic EGFP: -0.209; Dynein cargo inh nuclear GR-EGFP: 1.27; Dynein cargo inh cell count: 0.884; Hep lipid drop cells 6.5 µM: 724; T cell modulator vesicle-bound %: 21.0; MT stabilizer Hoechst-high %: 1.0; MT stabilizer cytotoxicity %: 0.2; Myeloid diff 2 GFP+ MAC1+ %: 1.5

How did Cc1c(NP(=O)(Oc2ccccc2F)Oc2ccccc2F)c(=O)n(-c2ccccc2)n1C do in these assays?
MT stabilizer: 2.8; Myeloid diff 2: inactive; Hep lipid drop: -0.4; TNAP activation fold: 1.1; b-catenin transl: 1.1; human PMI inhibition: -8.8%; T cell modulator: inactive; Insulin prom up: -0.31; Dynein cargo inh: -0.445; Dynein cargo inh cytoplasmic EGFP: -0.297; Dynein cargo inh nuclear GR-EGFP: 0.355; Dynein cargo inh cell count: 0.53; Insulin prom up cell count: 1346; Hep lipid drop cells 6.5 µM: 674; b-catenin transl cell count 5 µM: 464; T cell modulator vesicle-bound %: 49.7; MT stabilizer Hoechst-high %: 2.5; MT stabilizer cytotoxicity %: 4.9; Myeloid diff 2 GFP+ MAC1+ %: 0.3

How did CSc1nc2c(c(=O)[nH]1)C(c1cccc(Cl)c1Cl)CC(=O)N2 (stereo not drawn) do in these assays?
MT stabilizer: 2.0; Myeloid diff 2: inactive; Hep lipid drop: 3.4; TNAP activation fold: 1; b-catenin transl: -0.4; human PMI inhibition: -12.8%; T cell modulator: inactive; Dynein cargo inh: -0.956; Dynein cargo inh cytoplasmic EGFP: -0.232; Dynein cargo inh nuclear GR-EGFP: -0.546; Dynein cargo inh cell count: 0.453; Hep lipid drop cells 6.5 µM: 718; b-catenin transl cell count 5 µM: 1039; T cell modulator vesicle-bound %: 53.2; MT stabilizer Hoechst-high %: 1.6; MT stabilizer cytotoxicity %: 2.3; Myeloid diff 2 GFP+ MAC1+ %: 0.1

How did Cc1ccc(-c2nc(=S)c3c(n2Cc2ccco2)CC(C)(C)OC3)cc1 do in these assays?
MT stabilizer: 2.4; Myeloid diff 2: inactive; TNAP activation fold: 1; b-catenin transl: -0.3; human PMI inhibition: 1.9%; T cell modulator: inactive; Insulin prom up: 2.19; Dynein cargo inh: 0.0723; Dynein cargo inh cytoplasmic EGFP: -0.251; Dynein cargo inh nuclear GR-EGFP: -0.383; Dynein cargo inh cell count: -0.137; Insulin prom up cell count: 1462; b-catenin transl cell count 5 µM: 1415; T cell modulator vesicle-bound %: 42.1; MT stabilizer Hoechst-high %: 1.7; MT stabilizer cytotoxicity %: 8.1; Myeloid diff 2 GFP+ MAC1+ %: 1.6

Results for Cc1noc(C)c1C(=O)Nc1nnc(CC(C)C)s1 ?
Myeloid diff 2: inactive; Hep lipid drop: 9.7; b-catenin transl: -2.4; T cell modulator: inactive; Insulin prom up: -0.28; Dynein cargo inh: 0.606; Dynein cargo inh cytoplasmic EGFP: -0.236; Dynein cargo inh nuclear GR-EGFP: 0.286; Dynein cargo inh cell count: 0.102; Insulin prom up cell count: 1415; Hep lipid drop cells 6.5 µM: 750; b-catenin transl cell count 5 µM: 1189; T cell modulator vesicle-bound %: 53.6; Myeloid diff 2 GFP+ MAC1+ %: 0.5

How did COc1cccc(NC(=S)NN2C(C)CCCC2C)c1 (stereo not drawn) do in these assays?
MT stabilizer: 3.6; Myeloid diff 2: inactive; Hep lipid drop: -20.2; TNAP activation fold: 1.1; b-catenin transl: -1.3; human PMI inhibition: 9.3%; T cell modulator: inactive; Insulin prom up: -0.19; Dynein cargo inh: -0.113; Dynein cargo inh cytoplasmic EGFP: -0.292; Dynein cargo inh nuclear GR-EGFP: 7.69e-05; Dynein cargo inh cell count: 1.63; Insulin prom up cell count: 1451; Hep lipid drop cells 6.5 µM: 635; b-catenin transl cell count 5 µM: 1066; T cell modulator vesicle-bound %: 14.4; MT stabilizer Hoechst-high %: 1.8; MT stabilizer cytotoxicity %: 9.5; Myeloid diff 2 GFP+ MAC1+ %: 0.9

Bioassay records from PubChem.
